AmpC inh no detg – AmpC beta-lactamase inhibition without detergent; Potency, µM (doses to about 57.1 µM), inactives show at the top dose activity change, negative = inhibition, hits mostly inhibitors; AmpC nitrocefin hydrolysis, absorbance 480 nm, 0.0001% Triton; 330,000 tested, 0.52% active; AID 485341;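 further: potency means the concentration at half of the fitted maximal effect; plate controls were no compound for no effect and no enzyme for full effect; nearly all actives have a fitted effect of over 20% in size; some results filed as inactive show a strong effect at the top dose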
Target sequence (P00811 whole entry, looked up): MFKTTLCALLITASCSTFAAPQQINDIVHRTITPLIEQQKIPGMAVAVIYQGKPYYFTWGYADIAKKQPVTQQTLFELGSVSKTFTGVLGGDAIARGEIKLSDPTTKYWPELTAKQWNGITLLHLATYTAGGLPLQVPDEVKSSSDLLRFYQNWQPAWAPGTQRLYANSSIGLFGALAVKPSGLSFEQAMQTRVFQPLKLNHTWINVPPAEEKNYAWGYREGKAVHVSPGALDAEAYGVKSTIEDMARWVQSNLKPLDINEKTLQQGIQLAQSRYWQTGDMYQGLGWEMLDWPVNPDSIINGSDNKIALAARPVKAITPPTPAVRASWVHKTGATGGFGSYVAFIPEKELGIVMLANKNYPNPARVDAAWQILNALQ
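AmpC (5.3 nM in the dispensed reagent) in 20 mM phosphate pH 7.0 with 0.01% (detergent screen) or 0.0001% Triton X-100 was preincubated with compounds for 15 min at room temperature. Nitrocefin was then added from an 800 uM solution, and hydrolysis was followed at 480 nm.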
AmpC inh detg – inhibitors of E. coli AmpC beta-lactamase with detergent. P00811. AmpC hydrolysis of nitrocefin, absorbance 480 nm, 0.01% Triton. Potency, µM (series often up to 114 µM), for the others: at the highest dose activity change, negative = inhibition, hits mostly inhibitors. 370,000 tested, 0.041% active. AID 485294;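 further: potency means the concentration at half of the fitted maximal effect; 0% = no-compound wells and -100% = no-enzyme wells; nearly all actives have a fitted effect of over 25% in size; some results filed as inactive show a strong effect at the top dose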
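AmpC (5.3 nM in the dispensed reagent) in 20 mM phosphate pH 7.0 with 0.01% (detergent screen) or 0.0001% Triton X-100 was preincubated with compounds for 15 min at room temperature. Nitrocefin was then added from an 800 uM solution, and hydrolysis was followed at 480 nm.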
FBPA Giardia inh – inhibitors of Giardia lamblia fructose-1,6-bisphosphate aldolase | purified Giardia FBPA | 290,000 tested, 0.71% active | A8B2U2 | Potency, µM (series often up to 59.6 µM), for inactives: at the top dose activity, negative = inhibition, hits mostly inhibitors; further: potency means the concentration at half of the fitted maximal effect; nearly all actives have a fitted effect of over 55% in size
Target sequence (A8B2U2 whole entry, looked up): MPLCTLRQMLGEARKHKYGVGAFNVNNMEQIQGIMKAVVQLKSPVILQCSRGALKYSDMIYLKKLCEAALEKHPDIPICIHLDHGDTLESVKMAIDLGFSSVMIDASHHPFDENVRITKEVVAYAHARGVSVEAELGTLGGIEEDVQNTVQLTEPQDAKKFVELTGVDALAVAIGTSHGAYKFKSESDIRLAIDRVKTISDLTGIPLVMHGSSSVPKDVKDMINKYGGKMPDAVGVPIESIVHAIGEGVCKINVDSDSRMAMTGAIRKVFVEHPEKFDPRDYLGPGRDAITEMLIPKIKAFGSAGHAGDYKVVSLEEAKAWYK
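40 nM FBPA preincubated 10 min at RT with compound (up to 57.5 uM final), then substrate plus GAPDH/TPI/NAD/arsenate coupling and diaphorase/resazurin added. Fluorescence read after 20 min at RT, 525/598 nm.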
HCMV antiviral – blocks human cytomegalovirus replication | activity change, negative = inhibition, % at 57.5 µM | HFF cells, HCMV-luciferase reporter, 72 h; hits give low values | AID 1259415 | 410,000 tested, 4.5% active; in the data active means activity change below about -60%; inconclusive means no clear call, values can overlap the other calls; inactive means above about -39%
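Human foreskin fibroblasts infected with luciferase-reporter HCMV at MOI 1 PFU/cell, compounds at two doses. Luciferase measured 72 h post infection; normalized to buffer-only basal and Salinomycin (10uM) controls.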
AMA1 RON2 block – AMA1-RON2 (P. falciparum) interaction inhibition; AID 720542; 360,000 tested, 0.2% active; Potency, µM (titrated, usually from 58.2 µM), without a hit: at the top dose activity change, negative = inhibition, actives largely listed as inhibitors; AlphaScreen AMA1-biotinylated RON2 peptide binding;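 further: potency means the concentration at half of the fitted maximal effect; 0% = vehicle wells and -100% = peptide control; nearly all actives have a fitted effect of over 45% in size; some results filed as inactive show a strong effect at the top dose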
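AMA1 (3D7) with his tag at 25 nM final met compounds first, then biotinylated RON2 peptide at 25 nM; detection used donor plus acceptor beads, 10 µg/mL apiece, read by AlphaScreen after 30 min at room temperature.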
Sm TGR block – inhibitors of Schistosoma mansoni thioredoxin glutathione reductase; 360,000 tested, 3% active; Potency, µM (highest dose often 114 µM), for the others: at the highest dose activity change, negative = inhibition, usual class: inhibitors; purified TGR, DTNB reduction, TNB absorbance 405 nm; Q962Y6; further: potency means the concentration at half of the fitted maximal effect; nearly all actives have a fitted effect of over 60% in size
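Kinetic colorimetric format: TGR-catalysed, NADPH-driven DTNB reduction monitored via TNB absorbance. Enzyme dispensed at 20 nM; compound exposure 15 min at room temperature before reaction start.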
Starred values were filed as active, the others as inactive; ? = inconclusive; nt = not tested or not shown; & = joins results of further samples; [ ] = another dose, or the depositor's remark. Unless noted, the call rests on the fitted dose curve; in most records, active means well fitted curve in the direction sought with a large enough effect; inconclusive means small, poorly fitted or top-dose-only effect, or another doubt; inactive means no such curve, though single readings can be large; an effect the other way counts as inactive or inconclusive. Unless noted, on the % scale 0 is the no-effect control and ±100 the full control effect.

The line under a structure holds: HCMV antiviral	AmpC inh no detg	FBPA Giardia inh	Sm TGR block	AMA1 RON2 block	AmpC inh detg
(1) CC(C)c1ccc(Cc2cnc(NC(=O)c3ccc4c(c3)CC(c3ccccc3)OC4=O)s2)cc1 (stereo unspecified)
→ -23.6	nt	nt	0.1%	nt	4.0%
(2) O=C(O)c1ccc(Nc2cc(Cl)c3nonc3c2[N+](=O)[O-])cc1
→ 2.6	-24.0%	-13.4%	0.316µM*	-5.0%	1.1%
(3) CCCCCCn1c(/C=C/c2ccccc2)nc2ccccc21
→ 22.6	nt	nt	-0.6%	nt	10.8%
(4) COc1ccc(NC(=O)c2nc(-c3ccc(C)cc3)n3c2CCCCC3)cc1
→ -25.0	nt	nt	-11.3%	nt	28.2%
(5) Cc1cccc(NC(=O)c2cc(S(=O)(=O)N3CCc4ccccc43)cn2C)c1
→ 6.5	-31.3%	0.1%	4.1%	16.6%	-12.1%
(6) CN1CCN(C(=O)c2cc3ccccc3cc2O)CC1
→ 0.0	-11.5%	nt	-21.8%	-0.6%	-6.0%
(7) COc1ccc(N2CCN(C(=O)Cn3cncn3)CC2)cc1
→ -6.2	-9.2%	-7.2%	2.0%	-4.7%	-8.2%
(8) COc1ccc(N2CCN(S(=O)(=O)CCNC(=O)CCCc3ccccc3)CC2)cc1
→ -39.9	-3.5%	nt	-2.3%	0.4%	-7.5%
(9) COc1ccc(NC(=O)c2c(C)noc2-c2snnc2C)cc1
→ -32.1	-25.6%	0.5%	6.8%	-0.7%	1.2%
(10) C[C@H]1C[C@@H]2[C@H]([C@@H](O)C[C@@]3(C)[C@H]2CC[C@]3(O)C(=O)CO)[C@@]2(C)C=CC(=O)C=C12
→ 40.3	-13.7%	-9.9%	0.3%	8.0%	-14.3%
(11) Nc1cc2nc3ccccc3nc2cc1N
→ 12.3	-39.9%	?	-4.1%	5.6%	-8.1%
(12) C=CCn1c(N)cc(=O)nc1SC(CC)C(=O)Nc1ccc(C(C)=O)cc1 (stereo unspecified)
→ 20.9	-35.0%	-15.3%	-8.2%	-4.4%	-3.6%
(13) CC(NCc1ccc(S(N)(=O)=O)cc1)C(=O)Nc1cc([N+](=O)[O-])ccc1Cl (stereo unspecified)
→ ?	-32.7%	-8.3%	0.1%	32.7%[activator]	8.0%
(14) Cc1cccc(CC(=O)OCn2nnc3ccccc3c2=O)c1
→ 8.0	10µM*	1.5%	-3.1%	-3.3%	-18.8%
(15) CCc1cc2c(=O)c(-c3nc4ccccc4n3C)c(C)oc2cc1OC(C)=O
→ -31.7	30.3%	-6.7%	23.0%	20.2%	-13.5%
(16) O=C(Nc1ncccc1O)c1ccc2ccccc2c1
→ nt	55.7%	nt	1.7%	51.7%[activator]	-7.3%
(17) COCCCNc1nc(N)c([N+](=O)[O-])c(NCC2CCCO2)n1 (stereo unspecified)
→ -13.6	-0.5%	-0.1%	11.7%	8.6%	-1.8%
(18) COc1cc(C(=O)N/N=C/c2ccc(OC(=O)c3cccc(C)c3)c(OC)c2)ccc1O
→ -26.1	-16.1%	nt	-19.6%	15.7%	-0.2%
(19) Cc1cc(=O)n2[nH]c(COc3ccccc3)nc2n1
→ -4.0	2.1%	-23.2%	6.6%	17.6%	?
(20) CCC(C(=O)c1ccccc1)P(=O)(NN)c1ccccc1 (stereo unspecified)
→ 59.4	-5.2%	5.8%	1.5%	63.5%[activator]	-8.8%
(21) CC(Sc1nc(-c2ccccc2)cc(C(F)(F)F)n1)C(=O)N1CCOCC1 (stereo unspecified)
→ -34.7	139.4%[activator]	-3.5%	4.6%	8.7%	5.6%
(22) CCCNC(=O)c1ccc2c(c1)ncn2-c1ccccc1OC
→ 18.9	-20.4%	0.3%	-0.2%	0.3%	2.0%
(23) C/C(=N\NC(=O)c1nn(C)cc1Br)c1cccc(NC(=O)c2ccncc2)c1
→ 42.5	-10.8%	1.6%	-2.6%	10.0%	-11.7%
(24) O=[N+]([O-])c1ccc(N2CCCCC2)nc1
→ ?	-28.0%	0.4%	-11.5%	0.8%	-9.9%
(25) Cn1cc(CNC(=O)C23CC4CC(CC(C4)C2)C3)cn1
→ 19.3	10.3%	-1.3%	0.0%	-20.3%	10.5%
(26) O=C(NC1CCCC1)c1ccc(CS(=O)(=O)c2cccc(C(F)(F)F)c2)o1
→ 53.3	22.4%	-7.5%	-5.3%	7.8%	-1.0%
(27) CN(CC(=O)Nc1ccccc1Cl)CC(=O)Nc1ccccc1[N+](=O)[O-]
→ 36.8	-19.9%[11.4 µM]	-7.8%	-10.6%	75.6%[activator]	?
(28) COc1ccc(-n2c(Cc3cccn3C)nnc2SCC(=O)NCc2ccc(F)cc2)cc1
→ -14.1	83.8%[activator]	-2.3%	-35.8%	-5.3%	?
(29) COc1ccc(C(=O)NNC(=O)c2cc3cc([N+](=O)[O-])ccc3oc2=O)cc1OC
→ 3.0	0.9%	1.0%	3.8%	35.1%[activator]	-2.2%
(30) CN(C(=O)COC(=O)/C=C/c1cccs1)c1c(N)n(Cc2ccccc2)c(=O)[nH]c1=O
→ -14.6	-15.8%	nt	1.3%	-6.9%	-1.4%
(31) O=C(CN1C(=O)CNC1=O)Nc1cccc(C(F)(F)F)c1
→ 17.8	3.7%	1.6%	11.7%	4.2%	0.5%
(32) Cc1cc(Br)ccc1NC(=O)CCS(=O)(=O)c1cccc2nonc12
→ 0.8&12.9	-10.4%	-10.3%	-2.2%&-9.7%	2.9%	-4.4%&-2.5%
(33) CCc1ccccc1NC(=O)/C(C#N)=C\c1ccc(Sc2ccccc2)o1
→ -25.3	-22.3%	-8.6%	0.7%	15.6%	-4.8%
(34) Cn1cc(C2CC(c3ccccc3)=NN2C(=O)c2ccccc2)c2ccccc21 (stereo unspecified)
→ -21.2	-0.8%	1.1%	3.9%	-6.7%	7.2%
(35) Cc1ccc(C(=O)Nc2ccncc2)c(Cl)c1
→ -39.4	-14.6%	1.2%	-9.4%	-12.1%	-17.4%
(36) CCC(C)(C)NC(=O)CN(Cc1ccc2c(c1)OCO2)C(=O)CCC(=O)Nc1nccs1
→ 36.3	-18.6%[11.4 µM]	-2.1%	6.1%	-5.9%	?
(37) S=c1[nH]nc(C2CC2)n1Cc1ccco1
→ -17.3	-18.0%	-16.2%	-0.2%	-7.6%	-3.7%
(38) COC(=O)c1ccc(NC(=O)CN2CCN(c3cccc(Cl)c3)CC2)cc1
→ -18.9	22.3%	-3.1%	-4.3%	-4.0%	-7.8%
(39) Cc1ccccc1-c1nc(CN2CCC(C(=O)NCCCN3CCCC(C)C3)CC2)c(C)o1 (stereo unspecified)
→ -63.4*	38.5%	-5.5%	-12.1%	-0.5%	-13.4%
(40) CCCCCOc1ccc(NC(=O)CCCC(=O)O)cc1
→ 26.7	-10.7%	12.8%	0.0%	8.4%	-9.2%
(41) Fc1ccc(-n2ncc3c(NCCCn4ccnc4)ncnc32)cc1
→ 51.6	nt	nt	-6.2%	nt	-1.6%
(42) CCCC(=O)N1CC(=O)Nc2ccc(Cl)cc2C1c1ccc(F)cc1 (stereo unspecified)
→ 5.0	nt	nt	-5.3%	nt	-2.1%
(43) NC(=O)c1ccccc1NC(=O)Nc1cccc(Cl)c1Cl
→ -29.9	?	0.8%	-1.1%	-2.6%	2.0%
(44) Cc1cc(N2CCOCC2)nc2ccc(NC(=O)CCC(=O)N3CCC4(CC3)OCCO4)cc12
→ 158.9	46.2%	-2.4%	0.0%	5.5%	-6.0%
(45) CCCCCC(=O)Nc1ccc(N2CCN(C(=O)CCC)CC2)cc1
→ 16.5	-0.3%	4.5%	0.6%	-4.8%	?

In a second layout: entries from further up.
44. Cc1cc(N2CCOCC2)nc2ccc(NC(=O)CCC(=O)N3CCC4(CC3)OCCO4)cc12
  HCMV antiviral: 158.9
  AmpC inh no detg: 46.2%
  FBPA Giardia inh: -2.4%
  Sm TGR block: 0.0%
  AMA1 RON2 block: 5.5%
  AmpC inh detg: -6.0%

45. CCCCCC(=O)Nc1ccc(N2CCN(C(=O)CCC)CC2)cc1
  HCMV antiviral: 16.5
  AmpC inh no detg: -0.3%
  FBPA Giardia inh: 4.5%
  Sm TGR block: 0.6%
  AMA1 RON2 block: -4.8%
  AmpC inh detg: ?

Remaining list, next part
The line under a structure holds: HCMV antiviral	AmpC inh no detg	FBPA Giardia inh	Sm TGR block	AMA1 RON2 block	AmpC inh detg
(46) Cc1cccc(-c2nc(Nc3cccc(O)c3)c3ccccc3n2)c1
→ ?	-50.5%	1.0%	-3.2%	-0.5%	-11.1%
(47) COc1cc(S(=O)(=O)NCC2(N3CCCCC3)CCCCC2)ccc1NC(C)=O
→ -97.9*	-11.2%	nt	-1.2%	9.0%	0.0%
(48) c1ccc(CN(Cc2cccs2)C(c2cccs2)c2nnnn2C2CCCC2)cc1 (stereo unspecified)
→ -32.2	-49.3%	0.3%	-0.1%	-23.5%	-2.3%
(49) Cn1cccc2[nH]c(=O)nc1-2
→ 36.1	-8.8%	3.2%	0.7%	-1.3%	-3.2%
(50) CC(C)Cn1c(=O)c2c(nc3n2CC(C)CN3Cc2ccccc2)n(C)c1=O (stereo unspecified)
→ ?	62.7%[activator]	-0.1%	-18.7%	0.0%	-8.4%
(51) CC1CCN(C(=O)c2cc(-c3ccc(Cl)c(Cl)c3)on2)CC1
→ 43.7	-13.9%	-1.7%	0.9%	-11.8%	-10.0%
(52) NC(=O)c1ccsc1NC(=O)C1CCCCC1
→ -3.3	-18.0%	8.4%	-32.1%	-3.4%	?
(53) CC(=O)NC(CC(=O)OC(C)C(=O)Nc1ncc(Cl)cc1Cl)c1ccccc1 (stereo unspecified)
→ -7.9	-0.7%	nt	-21.0%	0.8%	-6.3%
(54) Cc1ccccc1CS(=O)(=O)Cc1ccc(C(=O)NCc2ccc(F)cc2)o1
→ -8.5	nt	nt	-23.0%	nt	4.7%
(55) Cc1ccc(/C(N)=N/OC(=O)Cc2ccccc2)cc1
→ -36.7	-28.7%	-0.6%	-3.7%	89.2%[activator]	-8.7%
(56) CC1CCN(C(=O)C2CCCN(S(=O)(=O)c3ccc4c(c3)CC(C)N4C(=O)C3CC3)C2)CC1 (stereo unspecified)
→ 4.7	132.3%[activator]	5.2%	-11.3%	-0.3%	-17.6%
(57) O=C(COC(=O)CCC(=O)N1CCOCC1)Nc1ccc(Br)cc1Br
→ -37.7	17.7%	nt	nt	-9.6%	nt
(58) N=C1C(c2nc3ccccc3c(=O)[nH]2)=C(O)CN1CCO
→ -11.5	-16.5%	-2.3%	10.7%	8.1%	?
(59) O=C(CCNC(=O)c1ccco1)Nc1ccc(Cl)c(C(F)(F)F)c1
→ -34.6	27.9%	-1.1%	-4.3%	10.5%	-6.1%

Assay outcomes as filed in PubChem BioAssay.
